Tb PFK block = blocks T. brucei phosphofructokinase | Potency, µM (titrated, usually from 57.5 µM), inactives show top-dose activity, negative = inhibition, usual class: inhibitors | T. brucei PFK, ADP-Glo luminescence | AID 485367 | 0.17% of 330,000 active | O15648;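 note: potency is the fitted concentration of half-maximal effect; 0% = uninhibited 1x PFK enzyme wells and -100% = no-enzyme wells; nearly all actives have a fitted effect of over 60% in size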
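PFK 1.25 nM, F6P 0.5 mM, ATP 0.1 mM, 0.1 M TEA pH 8.0, 5 mM MgCl2, 0.01% Tween20, 0.1% BSA; 45 min RT. ADP-Glo readout. qHTS titration up to 57 uM; curves fitted, compounds curve-classed.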
TSG101-PTAP inh = blocks PTAP/TSG101 interaction to inhibit HIV-1 budding; Potency, µM (doses to about 115 µM), for inactives: at the top dose activity change, negative = inhibition, hits mostly inhibitors; 340,000 tested, under 10 active; Fluorescence polarization, FITC-PTAP peptide / Tsg101 binding; Q99816; AID 493005; active = well fitted inhibition curve with a large enough effect in the main read-out, with a control signal flat, not every such curve was filed as active; inconclusive = small, poorly fitted or top-dose-only effect, or effect the other way, or a change in a side signal; inactive = no such curve, though single readings can be large or run the other way; note: potency is the fitted concentration of half-maximal effect; % of control where 0% means no effect
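Fluorescence polarization binding of Tsg101 binding domain (10 uM final) to FITC-labeled PTAP peptide (50 nM final) in HEPES pH 7.5 buffer with NaCl, Tween 20, EDTA, TCEP. Compounds added before peptide; binding 20 min at RT.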
ELG1 DNA repair = inhibitors of ELG1-dependent DNA repair in HEK293T cells | AID 504467 | Potency, µM (series often up to 46.1 µM), for inactives: top-dose activity change, negative = inhibition, most hits filed as inhibitors | 2.3% of 330,000 active | HEK293T ELG1-luciferase reporter, luminescence, 16 h; DNA damage induced by 5-fluorouridine; note: potency is the fitted concentration of half-maximal effect; % is set by controls: 0 for no effect and ±100 for the full control effect; nearly all actives have a fitted effect of over 55% in size
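Luminescence from the luciferase reporter, measured 30 min after ONE-Glo reagent at room temperature, was the read-out. Beforehand, 2,000 cells per well were exposed for 16 hr at 37 °C to 5-fluorouridine together with compound or vehicle.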
Mito fusion act = blocks mitochondrial division or promotes mitochondrial fusion; S. cerevisiae fusion-defective mutant growth rescue, CellTiterGlo 48 h; Potency, µM (top dose mostly 46.1 µM), inactives show at the top dose growth rescue (activation), actives largely listed as activators; 0.23% of 320,000 active; AID 485298;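 note: potency is the fitted concentration of half-maximal effect; % of control where 0% means no effect; nearly all actives have a fitted effect of over 45% in size; temperature-sensitive fusion mutants such as fzo1-1 at 37 °C on non-fermentable ethanol glycerol medium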
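S. cerevisiae fusion-defective temperature-sensitive mutants (e.g. fzo1-1, mgm1-5) grown 48 h at 37C in YPEG (ethanol/glycerol non-fermentable) medium with 23 nl compound per well; growth rescue read as CellTiterGlo luminescence.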
Eya2 inh = blocks the phosphatase activity of human Eya2; O00167; recombinant Eya2, OMFP fluorescence dephosphorylation (OMFP is methylfluorescein phosphate); Potency, µM (titrated, usually from 76.9 µM), without a hit: at the top dose activity, negative = inhibition, actives largely listed as inhibitors; 0.006% of 330,000 active; AID 488837; note: potency is the fitted concentration of half-maximal effect; % is set by controls: 0 for no effect and ±100 for the full control effect
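Eya2 (0.2 uM) preincubated 10 min at ambient with compound, then OMFP substrate added at 50 uM; 10 min reaction in 50 mM HEPES pH 7.5, 50 mM NaCl, 5 uM MgCl2, 0.05% BSA, 1 mM DTT. Fluorescence read at Ex 485/Em 525 nm.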
uPA generation = blocks generation of uPA at the cell surface | 0.31% of 330,000 active | cell surface uPA generation assay, qHTS | Potency, µM (series often up to 38.3 µM), without a hit: top-dose activity change, negative = inhibition, hits mostly inhibitors; active = well fitted inhibition curve with a large enough effect; inconclusive = small, poorly fitted or top-dose-only effect; inactive = no such curve, though single readings can be large or run the other way; tested in mouse RAW 264.7 cells; note: potency is the fitted concentration of half-maximal effect; % is set by controls: 0 for no effect and ±100 for the full control effect; nearly all actives have a fitted effect of over 55% in size
USP2a block = blocks human ubiquitin-specific protease USP2a | USP2 core, Ub-CHOP2 coupled fluorogenic reporter, 485/531 | Potency, µM (top dose mostly 38.3 µM), without a hit: top-dose activity change, negative = inhibition, hits mostly inhibitors | 0.01% of 330,000 active;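 note: potency is the fitted concentration of half-maximal effect; plate controls were DMSO wells for no effect and full inhibition by NEM control for full effect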
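Cell-free coupled assay: 10nM USP2 core preincubated 30min RT with compound in Tris-HCl pH 8.0/CaCl2/CHAPS buffer, then 25nM Ub-CHOP2 and 25nM reporter substrate; fluorescence (Ex 485/Em 531) read after 60min RT, normalized to NEM inhibition, concentration-response curves fitted.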
B2AR arrestin = recruits beta-arrestin to the human beta2-adrenergic receptor; 0.02% of 330,000 active; beta-arrestin recruitment to beta2AR, cell-based reporter; AID 492947; Potency, µM (titrated, usually from 46.1 µM), without a hit: at the highest dose activation, most hits filed as activators; P07550;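 note: potency is the fitted concentration of half-maximal effect; 0% = DMSO controls and full agonism = EC100 isoproterenol or metaproterenol; nearly all actives have a fitted effect of over 65% in size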
TSHR antagonist = human thyrotropin receptor antagonism | P16473 | TSHR-expressing cells, TSH-stimulated cAMP HTRF, 2 h; hits give low values | activity change, negative = inhibition, % at 11.5 µM | 0.2% of 330,000 active | AID 504810;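 active = activity change below a set negative limit, meaning inhibition stronger than a set level, cut at about -70% in these data; inconclusive = activity change between two set negative limits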; note: % is set by controls: 0 for no effect and ±100 for the full control effect
Target sequence (P16473 whole entry, looked up): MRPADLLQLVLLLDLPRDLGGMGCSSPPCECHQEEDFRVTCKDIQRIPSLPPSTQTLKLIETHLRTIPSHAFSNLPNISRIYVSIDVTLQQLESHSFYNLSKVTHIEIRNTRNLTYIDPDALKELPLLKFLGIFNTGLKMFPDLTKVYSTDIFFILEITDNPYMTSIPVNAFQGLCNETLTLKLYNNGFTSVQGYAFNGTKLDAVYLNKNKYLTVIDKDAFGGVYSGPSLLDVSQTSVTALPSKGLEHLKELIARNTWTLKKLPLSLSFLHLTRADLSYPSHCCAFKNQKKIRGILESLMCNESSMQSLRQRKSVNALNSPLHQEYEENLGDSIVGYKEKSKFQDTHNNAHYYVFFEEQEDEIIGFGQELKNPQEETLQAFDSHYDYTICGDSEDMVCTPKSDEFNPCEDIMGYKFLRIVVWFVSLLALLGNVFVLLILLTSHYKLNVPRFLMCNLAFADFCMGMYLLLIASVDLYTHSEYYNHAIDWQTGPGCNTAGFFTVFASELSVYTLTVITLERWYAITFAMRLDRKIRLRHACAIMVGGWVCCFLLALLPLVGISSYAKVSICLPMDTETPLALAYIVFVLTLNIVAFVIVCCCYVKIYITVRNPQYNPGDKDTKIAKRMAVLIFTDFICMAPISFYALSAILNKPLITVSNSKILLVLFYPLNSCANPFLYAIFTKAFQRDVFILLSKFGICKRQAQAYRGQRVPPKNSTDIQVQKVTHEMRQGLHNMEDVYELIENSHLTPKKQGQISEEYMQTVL
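Competitive HTRF cAMP read-out (cryptate anti-cAMP antibody, cAMP-d2; 30 min, room temperature) in freshly harvested TSHR cells. Compounds added before TSH at EC80 (4nM final), followed by 2 hours' incubation at 37 deg C.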
BCR signal inh = inhibitors of chronic active B-cell receptor signaling | 0.05% of 340,000 active | Potency, µM (titrated, usually from 46.1 µM), for the others: at the top dose ratio change, negative = lower green/red ratio, usual class: inhibitors | ABC-DLBCL IkBa-CBG/CBR reporter, luminescence ratio, 4 h; active = well fitted inhibition curve with a large enough effect in the signal ratio, with a control signal flat, not every such curve was filed as active; inconclusive = small, poorly fitted or top-dose-only effect, or effect the other way, or a change in a side signal; the % refers to the signal ratio;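 note: potency is the fitted concentration of half-maximal effect; plate controls were basal doxycycline-induced cells for no effect and cells given 10 µM MG132 for full effect; MG132 reads +100%, hits lower the ratio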
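TMD8 human ABC-DLBCL cells with doxycycline-inducible IκBα–green luciferase fusion and unfused red luciferase, in 0.5% FBS medium; compounds up to 46 uM, 4 h at 37C. Green/red luminescence ratio, filter-overlap corrected, fitted to concentration-response curves.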
TCR act = T cell receptor activation; 330,000 tested, under 10 active; primary human leukocytes, anti-CD3, IL-2 HTRF, 48 h; Potency, µM (doses to about 9.22 µM), inactives show at the highest dose activation of IL-2 secretion, actives largely listed as activators; note: % of control where 0% means no effect
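Compounds are tested in HTS on primary human leukocytes co-incubated with a-CD3 beads for 48 hr. IL-2 output is measured by time-resolved FRET.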
Numbers without * were called inactive; ? = inconclusive; · = no result given; & = joins results of further samples; [ ] = remark or other dose. Unless noted, calls come from the whole dose curve; as a rule, active = well fitted curve in the direction sought with a large enough effect; inconclusive = small, poorly fitted or top-dose-only effect, or another doubt; inactive = no such curve, though single readings can be large; an effect the other way counts as inactive or inconclusive.

Every second line gives: TCR act	Tb PFK block	TSHR antagonist	BCR signal inh	TSG101-PTAP inh	B2AR arrestin	Mito fusion act	Eya2 inh	ELG1 DNA repair	USP2a block	uPA generation
#1 O=C1CC(N2CCC(n3c(=O)[nH]c4ccccc43)CC2)C(=O)N1Cc1ccccc1 (stereo unspecified)
 : 3%	1%	33	-10%	-1%	0.4%	0%	15%	?	-2%	-5%
#2 CCOC(=O)CNC(=O)CNC(=O)C(Cc1ccc(N(CCCl)CCCl)cc1)NC(C)=O (stereo unspecified)
 : -13%	-2%	-13	0%	-7%	-0.6%	-2%	2%	18%	2%	-1%
#3 CCC(C)(C)n1nnnc1C(c1cccs1)N1CC=C(c2ccc(F)cc2)CC1 (stereo unspecified)
 : ·	0%	-14	9%	-2%	-0.2%	10µM*	-19%	?	-7%	2%
#4 CC(C)N1C(=S)SC(C)(C)C1n1oc(=O)n(-c2ccc(Cl)c(Cl)c2)c1=O (stereo unspecified)
 : -3%[46.1 µM]	-29%	-6	?	-5%	-0.4%	4%	0%	?	1%	0%
#5 CCOCCc1c(O)[nH]c(=S)[nH]c1=O
 : 3%	0%	-7	?	-1%	0.1%	13%	3%	8%	0%	7%
#6 O=C(O)c1[nH]c(=O)[nH]c(=O)c1F
 : 12%	2%	-6	-10%	-6%	-0.5%	0%	2%	8%	1%	-12%
#7 CCC(=NCc1cccnc1)c1c(O)n(-c2ccc(C)cc2)c(=O)[nH]c1=O
 : 4%	1%	3	5%	-3%	0.6%	0%	8%	-6%	1%	6%
#8 S=C(S)N1CCCC1
 : 0%	0%	10&9	-10%	-6%	-0.3%	-82%&-1%[inhibitor]	1%&4%	17%	2%	6%
#9 COc1ccc(N2C(=O)/C(=C/c3cc(C)n(-c4ccc(C)cn4)c3C)C(=O)NC2=S)c(OC)c1
 : 0%	4%	-12	0%	-2%	0.0%	1%	6%	?	3%	-7%
#10 CCn1c(SCC(=O)Nc2nc(-c3ccccc3)cs2)nnc1-c1ccccc1O
 : -22%	-3%	-47	?	-1%	0.1%	?	12%	21µM*	-16%	8%
#11 COC(=O)CC1=C(C(=O)OC)C2(C(=O)N(C)c3ccccc32)C(C#N)=C(N)O1 (stereo unspecified)
 : ·	1%	1	0%	-7%	0.2%	-13%	-4%	-7%	1%	-1%
#12 C=CCN1C(=O)C2(C(C(=O)OCC)=C(N)Oc3ccccc32)c2c1c1ccccc1oc2=O (stereo unspecified)
 : -5%	-10%	·	?	1%	-0.4%	3%	-23%	-2%	0%	·
#13 Fc1ccc(CCNCc2cccc(Cl)c2)cc1
 : 7%	-23%	24	3%	-9%	0.4%	-8%	-1%	8%	1%	1%
#14 CCn1c(O)c(C(=O)CC2NCCc3ccccc32)c(=O)n(CC)c1=S (stereo unspecified)
 : 1%	15%	9	?	11%	5.8%	9%	-1%	?	3%	1%
#15 Cc1c(CCC(=O)O)c(=O)oc2cc3oc4c(c3cc12)CCCC4
 : -3%	1%	-13	?	-3%	-0.7%	16%	-7%	?	0%	-4%
#16 Cn1c(O)c(C(=NCCc2c[nH]c3ccccc23)c2ccccc2)c(=O)n(C)c1=O
 : 3%	-16%	-10	?	-9%	3.6%	3%	10%	?	-1%	13%
#17 CN1CCc2cc3c(cc2[C@H]1[C@@H]1OC(=O)c2c1ccc1c2OCO1)OCO3
 : 0%	1%	0	-5%	0%	0.4%	4%	-3%	11%	2%	-21%
#18 O=C1NC(=O)C(Sc2ccccc2[N+](=O)[O-])C(=O)N1
 : 9%	-23%	-3	10%	-7%	-0.5%	-8%	-10%	11%	0%	6%
#19 CC(=O)OC1CCC2(/C=N/O)C(=CCC3C4CCC(=O)C4(C)CCC32)C1 (stereo unspecified)
 : ·	0%	-7	-2%	-6%	3.3%	5%	-8%	-7%	1%	-4%
#20 CC[N+](C)(CC)CCCCOc1ccc2c(c1)C(=O)c1cc(OCCCC[N+](C)(CC)CC)ccc1-2
 : 15%	0%	-27	4%	-5%	0.0%	1%	-12%	-1%	2%	?
#21 C[C@@H]1C(=O)O[C@@H]2[C@H](O)C34[C@@H]5OC(=O)C3(O[C@H]3OC(=O)[C@H](O)C34[C@H](C(C)(C)C)[C@H]5O)[C@@]12O (stereo partly specified)
 : -5%	-8%	14	4%	·	-0.5%	-1%	5%	8%	4%	17%
#22 Cc1ccc2[nH]c(C)c(CCNCc3cccnc3)c2c1
 : 5%	2%	2	0%	-1%	0.2%	-1%	3%	10%	3%	-30%
#23 COC12CCC3(CC1C(C)(O)C(C)(C)C)[C@H]1Cc4ccc(OC5OC(C(=O)O)[C@@H](O)C(O)[C@H]5O)c5c4[C@@]3(CCN1CC1CC1)C2O5 (stereo partly specified)
 : 4%	0%	4	?	-6%	-0.6%	·	-42%	9%	-3%	8%
#24 c1ccc(-c2cc(-c3ccccc3)[n+](-c3ccccc3)c(-c3ccccc3)c2)cc1
 : 1%	0%	-78*	?	-12%	-0.6%	0%	-27%	2.3µM*	-7%	-11%
#25 CC12CN3CC(C)(CN(C1)C3c1cccnc1)C2=O (stereo unspecified)
 : 3%	23%	-3	-9%	-7%	0.2%	-9%	4%	-2%	0%	4%
#26 O=C1NC(=O)C(=Cc2ccc(N3CCOCC3)cc2)C(=O)N1
 : 5%	4%	-2	0%	2%	-0.1%	-11%	2%	5%	0%	2%
#27 O=C1NC(=O)C(=Cc2ccc(-c3ccccc3[N+](=O)[O-])o2)C(=O)N1
 : -1%	-6%	-1	1%	-3%	-0.4%	1%	-3%	22%	4%	4%
#28 N#Cc1ccc(OCC(=O)Nc2ccc(S(=O)(=O)N3CCOCC3)cc2)cc1
 : 0%	12µM*	5	0%	-1%	-1.1%	·	8%	-2%	-1%	-6%
#29 CCOc1cccc2cc(C(=O)NCCC3=CCCCC3)c(=O)oc12
 : -1%	4%	-2	?	-2%	0.3%	1%	-1%	-1%	-3%	-3%
#30 Cc1cc(C)[n+](CCCC[n+]2c(C)cc(C)cc2C)c(C)c1
 : -1%	-7%	1	0%	-5%	-1.3%	-8%	-3%	2%	0%	10%
#31 CC(C)(C)c1nc(NCc2ccc3c(c2)OCO3)c2nnn(Cc3ccccc3Cl)c2n1
 : -2%[46.1 µM]	-7%	1	?	-1%	-0.6%	6%	-21%	-12%	1%	3%
#32 CCCC(=O)NC(Oc1ccc(OC)cc1)C(Cl)(Cl)Cl (stereo unspecified)
 : ·	2%	14	?	-12%	-0.3%	1%	-1%	2%	3%	1%
#33 Cc1cccc(-n2c(O)c(/C=N/Nc3nc4c(c(=O)n(C)c(=O)n4C)n3C)c(=O)[nH]c2=S)c1
 : 8%[46.1 µM]	-12%	2	?	0%	-0.4%	-4%	-14%	-2%	-6%	-2%
#34 Cc1cccc(-n2ncc3c(NCCCO)ncnc32)c1
 : 3%	2%	-6	?	-1%	0.2%	0%	-12%	?	0%	1.8µM*
#35 C[C@]12CCC3[C@@H](CCC4=CC(=O)CC[C@@]43C=O)C1CCC2=O (stereo partly specified)
 : -2%	-12%	-1	?	-4%	-0.5%	5%	18%	1%	-1%	5%
#36 CCn1c(P(C)(=O)O)nc2ccccc21
 : -1%[46.1 µM]	-1%	-1	1%	-2%	-0.3%	-4%	-5%	2%	-1%	8%
#37 O=c1[nH]c(=O)n(CCC2=CCCCC2)c(O)c1C=NCCN1CCNCC1
 : 4%	0%	3	7%	1%	-1.7%	-5%	3%	0%	-9%	2%
#38 CC(C)n1c(=O)c(C=Nc2ccc(F)cc2)c(O)n(Cc2ccco2)c1=O
 : -2%[46.1 µM]	-5%	1	0%	-1%	0.1%	12%	-4%	?	3%	1%
#39 C=C(CC1CC(O)[C@]2(C)OC3CC4OC5C[C@]6(C)O[C@]7(C)CCC8OC9C[C@]%10(C)OC%11C(C)=CC(=O)OC%11CC%10OC9C[C@@H](C)C8OC7CC6O[C@]5(C)C/C=C\C4OC3CC2O1)C(=O)O (stereo partly specified)
 : -3%	2%	-11	?	1%	-0.3%	-3%	12%	3%	-1%	5%
#40 COc1ccc(CCNCc2ccncc2)cc1
 : -4%	1%	-17	-2%	-8%	0.1%	-2%	6%	1%	8%	-2%

An excerpt; the hit share may differ from the screen's.
